Cl transport mod: modulators of human KCC2 chloride dependent transport; KCC2 cells, thallium flux FluoZin-2 fluorescence; B-score of Tl+ flux slope (higher = more flux/activation; lower = inhibition) at 10 µM; 190,000 compounds, 2.2% hits; Q9H2X9;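 active = thallium flux slope and its plate-corrected score both differing from the plate sample mean at a set confidence after two filtering rounds, in either direction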;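 also: slope of fluorescence scaled to starting intensity during 10 to 20 s after thallium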
Calpain2 inh: calpain II (pig) inhibition; 220,000 compounds, 0.37% hits; purified calpain II, fluorogenic peptide substrate, 30 min; inhibition, % at 16 µM;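 active = inhibition above about 50%, limit read from the data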
thrombin 1536: blocks human thrombin protease activity | alpha-thrombin, Boc-VPR-AMC fluorogenic substrate cleavage | inhibition, % at 5 µM | 220,000 compounds, 0.26% hits | AID 1046;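 active = inhibition at or above 40%; inactive = inhibition below 40%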;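 also: 0% = enzyme with no compound and 100% = wells without enzyme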
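System: human alpha-thrombin protein; Compound dosing: one concentration per compound, 5 µM, with 0.2% DMSO; Timing: reaction at room temperature; Technique: AMC fluorescence, 355/460 nm; Controls: enzyme without compound as high, wells lacking enzyme as low.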
FXIa inh 1536: blocks human coagulation factor XIa protease activity; P03951; purified FXIa, Boc-Glu-Ala-Arg-AMC fluorogenic substrate; inhibition, % at 5 µM; 220,000 compounds, 0.14% hits;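 active = inhibition of at least 40%; inactive = inhibition below 40%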;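 also: fluorescence of freed AMC excited at 355 nm; 0% = enzyme without compound and 100% = no enzyme blank; many of its hits are not listed in these tables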
Furin inhibitor: human furin inhibition; P09958; purified furin, fluorogenic substrate cleavage; inhibition, % at 30 µM; 220,000 compounds, 0.061% hits; AID 463115; in the data active = inhibition above about 25%; also: inactives centre near -15
Target sequence (P09958 108-714 limits assumed): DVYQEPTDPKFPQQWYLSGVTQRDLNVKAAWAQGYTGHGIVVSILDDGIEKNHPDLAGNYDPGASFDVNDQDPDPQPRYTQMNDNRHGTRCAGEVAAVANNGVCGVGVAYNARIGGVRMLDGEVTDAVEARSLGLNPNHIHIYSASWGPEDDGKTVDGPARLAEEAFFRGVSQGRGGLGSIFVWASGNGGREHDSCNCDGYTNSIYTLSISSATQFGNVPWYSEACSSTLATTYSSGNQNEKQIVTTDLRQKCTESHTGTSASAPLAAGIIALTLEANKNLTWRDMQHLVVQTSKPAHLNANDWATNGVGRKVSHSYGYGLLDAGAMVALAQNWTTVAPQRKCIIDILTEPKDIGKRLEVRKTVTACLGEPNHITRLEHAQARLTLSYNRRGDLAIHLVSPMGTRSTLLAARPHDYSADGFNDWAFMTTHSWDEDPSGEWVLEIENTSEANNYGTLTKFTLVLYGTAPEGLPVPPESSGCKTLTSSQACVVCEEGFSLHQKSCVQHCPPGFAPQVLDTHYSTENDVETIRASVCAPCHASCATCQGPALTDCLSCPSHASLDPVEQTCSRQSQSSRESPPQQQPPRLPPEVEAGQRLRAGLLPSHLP
Rad51 HR inh: blocks human Rad51 in homologous recombination; AID 1385; inhibition, % at 10 µM; hRad51 DNA strand exchange, fluorescence dequenching; 200,000 compounds, 0.085% hits;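 active = inhibition above 40% at the single screening dose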;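 also: 0% = DMSO control wells and 100% = blanks with heterologous ssDNA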
Target sequence (Q06609 whole entry, looked up): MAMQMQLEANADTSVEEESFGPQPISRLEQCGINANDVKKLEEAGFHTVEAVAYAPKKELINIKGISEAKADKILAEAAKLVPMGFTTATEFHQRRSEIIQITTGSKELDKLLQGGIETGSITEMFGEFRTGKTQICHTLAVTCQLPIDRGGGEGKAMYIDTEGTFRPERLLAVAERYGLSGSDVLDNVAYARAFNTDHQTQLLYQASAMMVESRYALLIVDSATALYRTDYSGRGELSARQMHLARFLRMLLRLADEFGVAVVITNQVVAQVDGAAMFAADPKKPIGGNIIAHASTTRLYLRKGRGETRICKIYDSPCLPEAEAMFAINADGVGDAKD
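material = hRad51 filaments on single-stranded DNA | timing = filaments 15 min 37 °C, then compound 30 min | signal = FRET fluorescence dequenching, excitation 485 nm, emission 520 nm | benchmarks = control wells and blank wells on each plate | evaluation = percent inhibition relative to plate controls and blanks | compound = 10 µM final, single point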
PERK inhibitor: blocks human PERK kinase | Q9NZJ5 | CHO PERK-DD fusion, SEAP luminescence translation reporter | inhibition, % at 5.6 µM | 220,000 compounds, 0.17% hits | AID 1416;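 active = inhibition above the mean inhibition of all tested compounds plus 3 SD, set separately per screening campaign, cut at about 2.9% in these data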;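 also: PERK kinase domain activated by AP20187 dimerizer at 100 nM; 0% = DMSO with dimerizer and 100% = rapamycin at 8.4 µM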
FXIIa inh 1536: blocks human coagulation factor XIIa protease activity; purified FXIIa, Boc-QGR-AMC fluorogenic substrate, 2 h; 220,000 compounds, 0.3% hits; P00748; inhibition, % at 5 µM; AID 800; in the data active = inhibition above about 40%;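 also: 0% = enzyme with no compound and 100% = blank without enzyme; many of its hits are not listed in these tables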
hK5 inh: blocks human kallikrein 5 protease activity; Q9Y337; 210,000 compounds, 0.59% hits; recombinant hK5, fluorogenic AMC substrate cleavage; inhibition, % at 5 µM;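 active = inhibition of 40% or more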;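 also: 0% = enzyme controls without compound and 100% = no-enzyme blanks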
The depositor's hits bear a star; · = no result given; [ ] = dose if it differs, or a comment. These rows are one share of the data (hit frequency here may not be typical).

SMILES | Cl transport mod | Calpain2 inh | thrombin 1536 | FXIa inh 1536 | Furin inhibitor | Rad51 HR inh | PERK inhibitor | FXIIa inh 1536 | hK5 inh
CCOc1ccc(C(=O)Nc2cccc([N+](=O)[O-])c2)cc1Br | 1.13 | -2.1 | -10.1 | 0.3 | -20.2 | 1.7 | 0.8 | 6.4 | -13.5
CCCCCCC#Cc1cncc(C(=O)NNC(=O)Nc2cc(Cl)cc(Cl)c2)c1 | -0.392 | 12.8 | 0.0 | 9.2 | -17.9 | 14.8 | 1.5 | 15.9 | -7.7
Cc1ccc(C(=O)C(OC(=O)CNS(=O)(=O)c2ccccc2)c2ccccc2)cc1 (stereo not drawn) | 0.0185 | 34.0 | -1.7 | -6.9 | -17.4 | -4.2 | 0.9 | -2.5 | 1.7
Cc1ccccc1N(C(=O)Cc1ccsc1)C(C(=O)NC1CCCCC1)c1ccc(F)cc1 (stereo not drawn) | · | 3.9 | -19.9 | -3.9 | -6.4 | 12.5 | -1.1 | -8.2 | -4.5
CCN(CC)C(=O)C1CCN(CC2CC=CCC2)CC1 (stereo not drawn) | 1.49 | 8.5 | 0.2 | -13.5 | -23.3[20 µM] | 2.0 | 0.5 | 3.3 | -25.1
O=C(Nc1cccc(S(=O)(=O)N2CCOCC2)c1)c1c2c(nc3ccccc13)CCC2 | -0.275 | -75.7 | -4.2 | 6.4 | -5.1 | 0.9 | -0.5 | 10.7 | -24.5
COc1ccc(CCNC(=O)C(C)SCc2ccccc2)cc1 (stereo not drawn) | -1.15 | 15.7 | -1.4 | 3.5 | -6.0 | · | 0.6 | 8.8 | ·
Fc1ccc(NC(=S)N2CCn3cccc3C2c2cccnc2)cc1 (stereo not drawn) | 0.154 | -10.3 | -15.2 | -6.0 | -26.6 | 1.0 | 0.4 | 2.6 | -8.8
COc1cc(NC(=O)c2ccc(COCC(F)(F)F)cc2)cc(OC)c1OC | -0.546 | 8.5 | 3.5 | 3.7 | -8.5[20 µM] | 10.9 | -0.2 | 19.6 | -3.1
CC1(Cc2cn(CCC#N)c3ccccc23)OCCO1 | 0.692 | -18.6 | -4.0 | 4.8 | -30.2 | -0.2 | -1.8 | 1.5 | -12.0

The list goes on; the last 5 above are carried over.
SMILES | Cl transport mod | Calpain2 inh | thrombin 1536 | FXIa inh 1536 | Furin inhibitor | Rad51 HR inh | PERK inhibitor | FXIIa inh 1536 | hK5 inh
O=C(Nc1cccc(S(=O)(=O)N2CCOCC2)c1)c1c2c(nc3ccccc13)CCC2 | -0.275 | -75.7 | -4.2 | 6.4 | -5.1 | 0.9 | -0.5 | 10.7 | -24.5
COc1ccc(CCNC(=O)C(C)SCc2ccccc2)cc1 (stereo not drawn) | -1.15 | 15.7 | -1.4 | 3.5 | -6.0 | · | 0.6 | 8.8 | ·
Fc1ccc(NC(=S)N2CCn3cccc3C2c2cccnc2)cc1 (stereo not drawn) | 0.154 | -10.3 | -15.2 | -6.0 | -26.6 | 1.0 | 0.4 | 2.6 | -8.8
COc1cc(NC(=O)c2ccc(COCC(F)(F)F)cc2)cc(OC)c1OC | -0.546 | 8.5 | 3.5 | 3.7 | -8.5[20 µM] | 10.9 | -0.2 | 19.6 | -3.1
CC1(Cc2cn(CCC#N)c3ccccc23)OCCO1 | 0.692 | -18.6 | -4.0 | 4.8 | -30.2 | -0.2 | -1.8 | 1.5 | -12.0
CCOC(=O)C1CCN(S(=O)(=O)c2c(C)n(C)c(=O)n(C)c2=O)CC1 | -0.628 | -20.8 | -1.9 | 6.1 | -6.4 | 3.5 | 1.2 | 14.2 | -11.2
CCC(=O)N1N=C(c2ccc(C)o2)CC1c1ccc(Br)cc1 (stereo not drawn) | -1.7 | 25.2 | -6.1 | -5.1 | -3.4 | -12.9 | -0.5 | 0.8 | -1.2
COc1cc(C(=O)OCC(=O)Nc2ccc3c(c2)OC(F)(F)O3)ccc1OCc1c(C)noc1C | 1.03 | 21.7 | -2.7 | -7.3 | 0.7[20 µM] | -8.2 | 0.1 | -4.2 | -18.5
O=C(CCCn1c(=S)[nH]c2ccccc2c1=O)NC1CCCC1 | 0.0854 | -1.0 | 4.2 | 6.8 | -18.7 | 7.7 | 0.6 | 19.4 | -10.0
COc1ccc(CCNC(=O)CSc2nc3ccccc3c3nc(CCN4CCCCC4)nn23)cc1OC | 0.822 | -25.1 | 1.6 | -3.9 | -15.6 | 36.4 | 1.4 | 3.6 | -18.7
Cc1ccc(C(=O)C2CCN(C(=S)NCC3CCCO3)CC2)cc1 (stereo not drawn) | -0.49 | 9.4 | 6.7 | 1.3 | -6.0 | 38.3 | 0.6 | 9.4 | -2.2
COc1cccc(-c2nnc(NC(=O)Cc3cccs3)s2)c1 | 1.13 | -18.1 | 1.1 | 0.9 | -8.0[20 µM] | -10.9 | -0.5 | 13.5 | 2.3
COC(=O)c1[nH]c2ccccc2c1NC(=O)CN1CCN(C/C=C/c2ccccc2)CC1 | -0.0902 | -12.0 | 4.8 | 2.9 | -21.9 | -4.2 | -0.7 | 15.1 | -19.9
O=C(COc1cccnc1[N+](=O)[O-])Nc1ccc2c(c1)OCO2 | -0.146 | -14.9 | -4.1 | -2.1 | -27.3 | · | 0.3 | 4.4 | -1.1
CCC(C(=O)NC1CCCCC1)n1c(SCc2ccccc2F)nc2ccncc21 (stereo not drawn) | -1.91 | 3.6 | -4.1 | -5.9 | 5.3 | -5.6 | -0.2 | -0.6 | -20.1
CS(=O)(=O)N1CCC(C(=O)Nc2ccccc2)CC1 | · | -1.2 | -7.3 | 9.8 | -21.2[20 µM] | -8.0 | 2.7 | 35.7 | -19.4
CCc1c(C)nc2[nH]nc(-c3ccccc3C)n2c1=O | -0.796 | -7.5 | -12.8 | 4.2 | -12.9 | -5.1 | -1.9 | 0.1 | -1.3
OC(c1cccs1)(c1cccs1)C1C[N+]2(CF)CCC1CC2 (stereo not drawn) | · | 18.3 | -6.6 | 6.8 | -18.7[20 µM] | -3.6 | 1.3 | 14.9 | -21.8
O=C(NCc1cccs1)C1CC1 | 0.974 | -13.2 | 4.1 | -2.0 | -28.0 | 21.0 | 0.2 | 6.5 | -4.8
CCN1C(=O)/C(=C\N2CCN(C)CC2)SC1=S | -0.0957 | -17.4 | -1.8 | -19.0 | 5.9 | 7.0 | 0.2 | -15.2 | -11.4
COCCn1c(SCc2cccnc2)nnc1-c1ccco1 | -0.339 | -13.0 | 10.2 | 4.2 | -23.2 | 6.9 | -0.4 | 10.8 | -0.5
CN(c1ccc(C(=O)NCc2cccs2)cc1)S(=O)(=O)c1ccccc1 | -0.292 | 22.0 | 6.7 | 4.6 | -18.1 | -155.5 | 0.5 | 12.5 | 4.4
COc1ccc(-c2nnn(CC(=O)N(CCN3CCOCC3)C(C(=O)NC3CCCC3)c3ccco3)n2)cc1 (stereo not drawn) | 0.0261 | -21.5 | -2.5 | -4.8 | -21.6 | 4.1 | 0.0 | 7.5 | -4.1
Cc1cccc(C)c1N(CC(=O)Nc1cc(Cl)ccc1Oc1ccccc1)S(C)(=O)=O | -1.13 | 52.0* | -1.1 | 20.5 | -16.1[20 µM] | -6.9 | -0.1 | 22.1 | -11.1
COc1ccccc1N=c1oc2cc(O)ccc2cc1C(=O)NCC1CCCO1 (stereo not drawn) | -0.882 | -309.4 | 1.0 | -10.4 | -73.8 | -8.5 | -0.9 | -13.2 | -28.4
O=C(OCC(=O)N1CCN(S(=O)(=O)c2ccc(Cl)cc2)CC1)c1ccc([N+](=O)[O-])o1 | -0.0282 | -33.3 | 4.6 | 1.6 | -4.8 | 11.2 | 0.9 | 14.1 | 4.0
COc1ccccc1N1CCN(c2nc3ccccn3c(=O)c2C=O)CC1 | -0.299 | -12.1 | 3.9 | -2.3 | -10.0[20 µM] | 2.8 | -0.3 | 12.5 | -0.7
CC(CCc1ccccc1)NC(=O)Cc1ccccc1 (stereo not drawn) | -0.344 | 4.1 | -9.7 | -6.7 | -20.2 | 8.5 | 0.0 | 3.9 | -4.8
Cc1ccc(S(=O)(=O)/N=C(/Nc2ccc3[nH]c(=O)[nH]c3c2)c2ccccc2)cc1 | -0.304 | -31.5 | -11.2 | -7.2 | -24.6 | 1.2 | 0.6 | 5.1 | -3.8
COc1ccc(CCNC(=O)CSc2nnnn2C)cc1OC | -0.587 | 28.0 | 0.4 | -4.1 | -10.4 | -10.8 | -0.6 | 7.7 | 2.7
Cc1ccc(NC(=S)N2CCc3[nH]c4ccccc4c3C2)cc1 | 1.04 | 25.2 | -3.0 | 2.4 | -13.3 | -11.5 | -0.5 | -1.9 | -0.1
Cc1oc2c(c1C(=O)c1ccccc1)C(=O)C(=O)c1ccccc1-2 | -1.84 | -8.2 | 1.3 | 11.3 | -15.9[20 µM] | -1.5 | -0.2 | 8.0 | -12.2
O=S(=O)(Nc1nc2ccccc2nc1Nc1ccc2c(c1)OCCO2)c1cccs1 | -2.88 | -157.1 | 5.1 | 9.6 | -7.7 | -28.7 | -0.1 | 20.5 | -18.8
CCOc1cc(/C=N/O)ccc1OCc1ccc(F)cc1 | -1.36 | -1.7 | 1.9 | 4.8 | -9.0 | 1.5 | -0.1 | 12.0 | -12.7
CC(Nc1nc(N2CCN(S(C)(=O)=O)CC2)nc2ccccc12)c1ccccc1 (stereo not drawn) | -1.12 | -216.8 | 1.8 | 4.4 | -14.9[20 µM] | 2.7 | -1.3 | 10.8 | -40.5
Cc1ccc(NC(=O)CSc2nsc(SCC(=O)Nc3ccc(C)cc3C)c2C#N)c(C)c1 | 0.0839 | 51.1* | 24.0 | -9.9 | -15.9 | -5.6 | 0.6 | -5.0 | 3.8
CCC(=O)Nc1nnc(Cc2ccccc2)s1 | · | -26.4 | -4.9 | -2.8 | -22.9[20 µM] | -8.8 | 0.6 | 11.0 | -4.4
CCOC(=O)C1(CC/C(C)=N\NC(N)=O)CC(C)(C)OC1=O (stereo not drawn) | -0.0133 | 12.2 | -5.8 | -1.6 | -19.0 | 16.2 | 0.7 | 1.1 | -15.0
COC(=O)c1cc(OC)c(OC)cc1NC(=S)Nc1cc(Cl)ccc1OC | 1.55 | 14.6 | -9.2 | -8.6 | -9.7 | -2.2 | -0.7 | -2.2 | 6.4
COc1ccc(/C=N/NC(=O)/C(=C/c2ccccc2)CCO)cc1 | -0.326 | 11.6 | -9.4 | -1.3 | -22.0 | 0.0 | 0.1 | 8.8 | -3.2
COc1ccc(S(=O)(=O)Nc2ccc(CC#N)cc2)cc1 | 0.704 | 8.2 | 14.8 | 7.2 | -21.7[20 µM] | 1.9 | 0.7 | 33.5 | 43.3*
O=C(CSc1ncc(C(=O)O)n1-c1ccc(F)cc1)NCc1ccc2c(c1)OCO2 | -0.344 | 3.2 | -0.9 | -0.1 | -31.8 | 7.2 | 0.5 | 8.6 | 3.3
COc1ccc(NC(=O)CCCn2c(=O)oc3ccccc32)cc1Cl | 0.115 | -12.5 | -4.9 | 9.7 | -9.8 | 9.9 | 0.8 | 8.6 | -10.9
Cc1ncc(CN2CCCC(CCC(=O)NCc3ccc(F)c(F)c3)C2)s1 (stereo not drawn) | -2.13 | -14.7 | -9.8 | -5.7 | -27.2 | 1.2 | -0.7 | 4.8 | -2.9
CCC(=O)N1CCc2cc(S(=O)(=O)NCCCOC)ccc21 | 1.6 | -17.1 | -0.4 | -1.5 | -21.2[20 µM] | -6.2 | 1.4 | 13.5 | 2.7

Screening data deposited in PubChem BioAssay by several laboratories.
